Assay outcomes from PubChem.
STK33 inh = blocks human STK33 kinase activity. inhibition, % at 12.5 µM. ADP-Glo luminescence, MBP substrate. Q9BYT3. hit rate 0.44% among 27,000; in the data active = inhibition above about 20%
Target sequence (Q9BYT3 whole entry, looked up): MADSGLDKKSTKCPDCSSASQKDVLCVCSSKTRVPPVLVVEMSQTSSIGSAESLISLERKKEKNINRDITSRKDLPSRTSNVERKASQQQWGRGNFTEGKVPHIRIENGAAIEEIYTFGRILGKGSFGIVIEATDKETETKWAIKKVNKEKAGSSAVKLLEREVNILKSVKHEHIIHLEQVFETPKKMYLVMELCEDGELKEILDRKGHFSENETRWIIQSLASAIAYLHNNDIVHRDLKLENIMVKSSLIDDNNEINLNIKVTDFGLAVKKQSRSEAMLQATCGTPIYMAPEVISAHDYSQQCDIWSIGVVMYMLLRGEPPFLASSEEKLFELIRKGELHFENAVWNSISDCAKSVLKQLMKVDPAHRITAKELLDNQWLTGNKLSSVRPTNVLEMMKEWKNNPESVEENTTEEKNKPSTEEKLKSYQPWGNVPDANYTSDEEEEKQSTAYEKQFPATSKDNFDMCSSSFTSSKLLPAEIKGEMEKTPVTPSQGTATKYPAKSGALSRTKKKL
p53 PUMA act = re-activators of the mutant p53 pathway; SW480 PUMA-promoter luciferase, p53 mutant reactivation; activation, % at 9.98 µM; hit rate 1.5% among 28,000; AID 624151; in the data active = activation above about 52%
* hit, by the source's call; x = no result given.

Values run as follows: STK33 inh, p53 PUMA act
> C[C@H](CO)N1C[C@H](C)[C@H](CN(C)S(=O)(=O)c2cn(C)cn2)Oc2ccc(NC(=O)CCCN(C)C)cc2CC1=O
  x, 8
> Cc1noc(C)c1NC(=O)Nc1cccc2c1O[C@H](CN(C)S(=O)(=O)c1cn(C)cn1)[C@@H](C)CN([C@H](C)CO)C2=O
  x, 5
> O=C(NCc1ccccn1)c1cnn2c1NC(c1cccs1)CC2C(F)(F)F (configuration not stated)
  -2, -14
> C[C@@H]1CN([C@@H](C)CO)C(=O)c2cc(-c3ccc(C#N)cc3)cnc2O[C@H]1CN(C)C(=O)Nc1ccc(F)cc1
  x, 15
> Cc1ccc(S(=O)(=O)N(C)C[C@H]2Oc3ccc(NS(=O)(=O)c4ccc(Cl)cc4)cc3CC(=O)N([C@H](C)CO)C[C@H]2C)cc1
  0, x
> C[C@H](CO)N1C[C@H](C)[C@@H](CN(C)C(=O)CCCN(C)C)OCCCC[C@H](C)Oc2ccc(NC(=O)Cc3ccccc3)cc2C1=O
  x, 13
> CNC[C@@H]1Oc2ccc(NS(=O)(=O)c3cccs3)cc2CC(=O)N([C@@H](C)CO)C[C@@H]1C
  -1, 12
> C[C@@H]1CN([C@H](C)CO)C(=O)CCCn2cc(nn2)CO[C@@H]1CN(C)Cc1ccc2c(c1)OCCN2C
  1, 0
> COc1cc(S(=O)(=O)n2nnc3ccccc32)c(OC)cc1Cl
  2, 6
> C[C@H](CO)N1C[C@H](C)[C@@H](CN(C)Cc2ccccc2)OCCCC[C@H](C)Oc2ccc(NS(=O)(=O)c3ccccc3)cc2C1=O
  x, 3
> O=C(CN1C(=O)COc2ccc(Cl)cc21)Nc1ccc(N2CCOCC2)cc1
  7, -1
> O=C1CC(CSc2nnnn2-c2ccccc2)=NN1
  0, -8
> CCn1c(SCC(=O)Nc2cccc(Br)c2)nnc1-c1ccc(C)cc1
  5, -5
> C[C@H](CO)N1C[C@H](C)[C@H](CN(C)Cc2cccc3c2OCCCO3)OCc2cn(nn2)CCCC1=O
  3, 1
> C[C@@H]1CN([C@H](C)CO)C(=O)c2cccc(NC(=O)c3cnccn3)c2O[C@@H]1CN(C)S(=O)(=O)c1cn(C)cn1
  x, 0

Next section
Values run as follows: STK33 inh, p53 PUMA act
> C[C@H]1CN([C@@H](C)CO)C(=O)Cc2cc(NC(=O)Nc3cccc4ccccc34)ccc2O[C@@H]1CN(C)Cc1ccncc1
  -1, x
> CC[C@@H]1Cc2cc(O)ccc2C2=C1c1ccc(O)cc1C[C@H]2CC
  x, -40
> C[C@H](CO)N1C[C@H](C)[C@H](CN(C)Cc2ccc(-c3ccccc3)cc2)Oc2ccc(NS(=O)(=O)c3ccccc3)cc2CC1=O
  15, x
> C[C@H]1CN([C@@H](C)CO)C(=O)Cc2cc(NC(=O)Cc3cn(C)c4ccccc34)ccc2O[C@H]1CN(C)Cc1ccc(C(F)(F)F)cc1
  2, x
> Cc1ccn2cc(-c3cccc(NS(=O)(=O)c4cc([N+](=O)[O-])ccc4C)c3)nc2c1
  0, 111*
> COc1ccc(NC(=O)CNS(=O)(=O)c2c(C)cc(C)cc2C)c(OC)c1
  -1, -1
> Cc1noc(C)c1NC(=O)Nc1cccc2c1O[C@H](CN(C)Cc1ccc3c(c1)OCO3)[C@@H](C)CN([C@@H](C)CO)C2=O
  x, 5
> C/C(=C\C=C\C(C)C)CC/C=C(\C)CCOc1c(O)cc2c(c1O)CNC2=O
  -5, x
> C[C@H]1CN([C@@H](C)CO)C(=O)Cc2cc(NC(=O)NC3CCCCC3)ccc2O[C@H]1CN(C)Cc1ccc(C(=O)O)cc1
  2, 6
> C[C@@H]1CN([C@H](C)CO)C(=O)c2cc(NC(=O)C3CC3)ccc2O[C@@H]1CN(C)Cc1ccc(C(F)(F)F)cc1
  x, 4
> CC(=O)/C=C\[C@@H]1[C@@]2(C)CCCC(C)(C)C2CC[C@@]1(C)O (some centres not stated)
  1, x
> C[C@H]1CN([C@@H](C)CO)C(=O)c2cc(NS(C)(=O)=O)ccc2O[C@H]1CN(C)Cc1ccc(Cl)c(Cl)c1
  -1, x
> Cc1noc(C)c1S(=O)(=O)Nc1ccc2c(c1)C(=O)N([C@@H](C)CO)C[C@@H](C)[C@H](CN(C)C(=O)c1ccncc1)OCCCC[C@@H](C)O2
  x, 2
> COc1cc(Cc2nccc3cc(OC)c(OC)cc23)c(NC(=O)c2cccs2)cc1OC
  0, -19
> COc1cccc(CNc2ccc3c(c2)ncn3-c2ccccc2)c1OC
  1, 24

Next part.
Values run as follows: STK33 inh, p53 PUMA act
> N#Cc1c(SCC(=O)Nc2ccccc2)ncc2cc3ccccc3nc12
  5, -27
> C[C@H](CO)N1C[C@H](C)[C@@H](CN(C)C(=O)Nc2ccc3c(c2)OCO3)OCCCC[C@H](C)Oc2ccc(NS(=O)(=O)c3ccccc3)cc2C1=O
  x, 0
> CCN(C(=O)CCc1nc(-c2ccccc2F)no1)c1cc(Cl)ccc1OC
  x, 1
> C[C@H]1CN([C@@H](C)CO)C(=O)c2cccc(NS(=O)(=O)c3ccccc3)c2O[C@@H]1CN(C)C(=O)NC1CCCCC1
  x, -2
> N#Cc1c[nH]c2ccc(NC(=O)/C=C/c3ccc(OC(F)(F)F)cc3)cc12
  x, 18
> COc1ccc(NC(=O)CSc2nc3c(c(-c4cccs4)c2C#N)CN(C)CC3)cc1OC
  1, 16
> C[C@H]1CN([C@@H](C)CO)C(=O)c2cc(NC(=O)C3CC3)ccc2O[C@H]1CN(C)Cc1ccc(Oc2ccccc2)cc1
  0, x
> O=C(NCCCN1CCCC1=O)c1cc(-c2ccccn2)nc2ccc(Br)cc12
  0, -10
> O=C(O)CCC(=O)N(Cc1ccccc1)Cc1cn(-c2ccccc2)nc1-c1cccnc1
  x, 0
> Cc1ccc(NC(=O)CSc2nnc(N)s2)cc1
  4, 12
> COc1ccc(-c2nnc(SCC(=O)Nc3cccc(C(C)=O)c3)n2-c2ccccc2)cc1
  0, 4
> C[C@@H]1CN([C@H](C)CO)C(=O)c2cc(NS(=O)(=O)c3cccs3)ccc2O[C@@H]1CN(C)CC1CC1
  x, -8
> CC(=O)Nc1ccccc1SCC(=O)Nc1ccc(C)cc1
  -10, 12
> C[C@@H]1CN([C@@H](C)CO)S(=O)(=O)c2ccc(-c3ccncc3)cc2O[C@H]1CN(C)C(=O)Nc1ccc(C(F)(F)F)cc1
  x, -12
> C[C@@H]1CN([C@@H](C)CO)C(=O)CCCn2nncc2CO[C@H]1CN(C)Cc1ccc(C(F)(F)F)cc1
  -4, 10

Other results
Values run as follows: STK33 inh, p53 PUMA act
> CC(C)NC(=O)Nc1ccc2c(c1)CC(=O)N([C@@H](C)CO)C[C@H](C)[C@H](CN(C)C(=O)Nc1ccc(F)cc1)O2
  4, x
> COc1ccc(S(=O)(=O)Nc2cccc3c2O[C@H](CN(C)Cc2ccc4c(c2)OCO4)[C@@H](C)CN([C@H](C)CO)C3=O)cc1
  x, -7
> CNC[C@@H]1Oc2c(NC(=O)Nc3ccccc3)cccc2C(=O)N([C@H](C)CO)C[C@@H]1C
  x, 8
> OCc1nc2ccccc2n1CCOc1ccc(Cl)cc1
  -10, 16
> CCOC(=O)c1c(NC(=O)COc2ccccc2F)sc2c1CCCC2
  0, 18
> Cc1noc(C)c1NC(=O)N(C)C[C@@H]1OCCCC[C@@H](C)Oc2ccc(NS(=O)(=O)c3cccs3)cc2C(=O)N([C@H](C)CO)C[C@@H]1C
  -2, 6
> COc1ccc(S(=O)(=O)N(C)C[C@H]2Oc3ccc(NC(=O)CCC(F)(F)F)cc3CC(=O)N([C@@H](C)CO)C[C@H]2C)cc1
  -2, -13
> COc1ccc(S(=O)(=O)Nc2ccc(O)c(Sc3ncn[nH]3)c2)cc1
  1, 12
> COc1ccc(-c2nc(SCC(=O)Nc3cccc(C(F)(F)F)c3)n[nH]2)cc1
  3, -9
> CCc1cc2c3c(c(=O)oc2cc1OCc1cc(C(=O)O)oc1C)CCCC3
  2, 18
> CCn1c(SCC(=O)Nc2cccc(OC)c2)nnc1-c1ccncc1
  1, -6
> COc1ccc(OCC(=O)Nc2c(C(=O)c3ccc(C)c(F)c3)oc3ccccc23)cc1
  -2, 14
> COc1ccccc1CNCc1ccc(OC)c(OC)c1OC
  2, 2
> Cc1ccc(-c2nc3cc(Cl)cc(Cl)c3o2)cc1NC(=O)COc1ccc([N+](=O)[O-])cc1
  -3, -20
> O=C1O[C@@H](c2ccccc2)[C@@H](c2ccccc2)N2[C@@H](c3ccccc3OCCO)[C@]3(C(=O)Nc4ccc(C#CC5=CCCCC5)cc43)[C@@H](C(=O)NC[C@H](O)c3ccccc3)[C@H]12
  11, x

More results follow:
Values run as follows: STK33 inh, p53 PUMA act
> Cc1noc(C)c1S(=O)(=O)N(C)C[C@H]1Oc2ccc(N(C)C)cc2CC(=O)N([C@@H](C)CO)C[C@@H]1C
  1, 13
> COc1ccc(CN(C)C[C@H]2Oc3c(NC(=O)Nc4c(C)noc4C)cccc3C(=O)N([C@@H](C)CO)C[C@@H]2C)cc1
  x, 15
> C[C@@H]1CCCCO[C@@H](CN(C)C(=O)Nc2ccc3c(c2)OCO3)[C@@H](C)CN([C@H](C)CO)C(=O)c2cc(NC(=O)NC3CCCCC3)ccc2O1
  -7, x
> C[C@H](CO)N1C[C@H](C)[C@H](CN(C)Cc2ccncc2)Oc2ccc(NS(C)(=O)=O)cc2C1=O
  0, x
> CC(=O)c1c(C)nn(CC(O)COc2ccc3cc(Br)ccc3c2)c1C (configuration not stated)
  -2, 0
> O=C(NCCNC(=O)c1cc2ccccc2cc1O)c1cc2ccccc2cc1O
  8, -4
> Cc1noc(C)c1S(=O)(=O)Nc1ccc2c(c1)C(=O)N([C@H](C)CO)C[C@@H](C)[C@@H](CN(C)C(=O)c1ccncc1)OCCCC[C@H](C)O2
  x, 1
> COc1ccccc1Nc1nc(N)nc(CSc2nc3ccccc3s2)n1
  -3, 3
> C[C@@H]1CN([C@H](C)CO)C(=O)c2cccc(NS(=O)(=O)c3cn(C)cn3)c2O[C@H]1CN(C)C(=O)NC1CCCCC1
  x, 8
> C[C@@H]1CN([C@@H](C)CO)C(=O)Cc2cc(NC(=O)Nc3ccc(F)cc3)ccc2O[C@@H]1CN(C)C
  x, 1
> Cc1noc(C)c1S(=O)(=O)N(C)C[C@H]1Oc2c(cccc2N(C)C)C(=O)N([C@H](C)CO)C[C@@H]1C
  x, 6
> Cc1nnc(SCC(=O)Nc2cc(Cl)ccc2C)s1
  -2, 26
> CC(C)NC(=O)N(C)C[C@H]1Oc2ccc(NS(=O)(=O)c3ccc(F)cc3)cc2C(=O)N([C@@H](C)CO)C[C@H]1C
  0, x
> O=C(c1cc([N+](=O)[O-])ccc1NCc1cccnc1)N1CCOCC1
  0, 11
> CN1C(=O)C2C=CC=CC2N=C1SCc1ccccc1F (configuration not stated)
  x, 1

Other results follow:
Values run as follows: STK33 inh, p53 PUMA act
> NC(=O)CN(Cc1ccc(F)cc1)S(=O)(=O)c1ccc(Cl)cc1
  0, 25
> Cc1noc(C)c1S(=O)(=O)N(C)C[C@H]1Oc2ccc(NC(=O)NC(C)C)cc2CC(=O)N([C@H](C)CO)C[C@H]1C
  -5, 4
> Cn1c(SCC(=O)Nc2ccccc2C(F)(F)F)nnc1-c1cccc(N)c1
  6, 11
> O=C1C(=O)N(CCN2CCOCC2)C(c2ccc(Cl)cc2)C1C(=O)c1ccco1 (configuration not stated)
  -5, 3
> CC(C)NC(=O)N(C)C[C@@H]1Oc2ccc(NC(=O)Nc3cccc4ccccc34)cc2C(=O)N([C@H](C)CO)C[C@H]1C
  11, x
> C[C@@H]1CN([C@H](C)CO)C(=O)c2cc(C#CCN(C)C)cnc2O[C@H]1CN(C)C(=O)CCN1CCCCC1
  x, 9
> C[C@@H]1CCCCO[C@@H](CN(C)S(=O)(=O)c2ccccc2)[C@@H](C)CN([C@H](C)CO)C(=O)c2cc(NS(=O)(=O)c3ccc(Cl)cc3)ccc2O1
  1, x
> CCn1c(SCC(=O)N2CCN(c3ccccc3)CC2)nnc1-c1cc2cc(Cl)ccc2o1
  -2, -11
> Cn1c(SCC(N)=O)nnc1-c1ccc(C(C)(C)C)cc1
  -4, 4
> C[C@H](CO)N1C[C@H](C)[C@H](CN(C)Cc2ccc(C(F)(F)F)cc2)Oc2ccc(NS(=O)(=O)c3cn(C)cn3)cc2C1=O
  0, x

In a second layout: results already given.
Molecule,STK33 inh,p53 PUMA act
C[C@@H]1CN([C@H](C)CO)C(=O)c2cccc(NS(=O)(=O)c3cn(C)cn3)c2O[C@H]1CN(C)C(=O)NC1CCCCC1,x,8
C[C@@H]1CN([C@@H](C)CO)C(=O)Cc2cc(NC(=O)Nc3ccc(F)cc3)ccc2O[C@@H]1CN(C)C,x,1
Cc1noc(C)c1S(=O)(=O)N(C)C[C@H]1Oc2c(cccc2N(C)C)C(=O)N([C@H](C)CO)C[C@@H]1C,x,6
Cc1nnc(SCC(=O)Nc2cc(Cl)ccc2C)s1,-2,26
CC(C)NC(=O)N(C)C[C@H]1Oc2ccc(NS(=O)(=O)c3ccc(F)cc3)cc2C(=O)N([C@@H](C)CO)C[C@H]1C,0,x
O=C(c1cc([N+](=O)[O-])ccc1NCc1cccnc1)N1CCOCC1,0,11
CN1C(=O)C2C=CC=CC2N=C1SCc1ccccc1F (configuration not stated),x,1
NC(=O)CN(Cc1ccc(F)cc1)S(=O)(=O)c1ccc(Cl)cc1,0,25
Cc1noc(C)c1S(=O)(=O)N(C)C[C@H]1Oc2ccc(NC(=O)NC(C)C)cc2CC(=O)N([C@H](C)CO)C[C@H]1C,-5,4
Cn1c(SCC(=O)Nc2ccccc2C(F)(F)F)nnc1-c1cccc(N)c1,6,11
O=C1C(=O)N(CCN2CCOCC2)C(c2ccc(Cl)cc2)C1C(=O)c1ccco1 (configuration not stated),-5,3
CC(C)NC(=O)N(C)C[C@@H]1Oc2ccc(NC(=O)Nc3cccc4ccccc34)cc2C(=O)N([C@H](C)CO)C[C@H]1C,11,x
C[C@@H]1CN([C@H](C)CO)C(=O)c2cc(C#CCN(C)C)cnc2O[C@H]1CN(C)C(=O)CCN1CCCCC1,x,9
C[C@@H]1CCCCO[C@@H](CN(C)S(=O)(=O)c2ccccc2)[C@@H](C)CN([C@H](C)CO)C(=O)c2cc(NS(=O)(=O)c3ccc(Cl)cc3)ccc2O1,1,x

An excerpt; count on the stated rates, not on these rows.
